# Screens deposited in PubChem by several laboratories.
# NPY-Y2 PAM-ag: human NPY-Y2 potentiation or agonism, primary screen | cells expressing NPY-Y2, potentiator/agonist read-out | activation, % at 3.6 µM | 220,000 tested, 0.45% active; in the data active means activation above about 27%;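 further: cells stimulated with NPY near EC25 plus isoproterenol at EC100; 0% = vehicle plus submaximal agonist and 100% = vehicle plus saturating agonist; some results beyond the cut were filed as inactive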
# Target sequence (P49146 whole entry, looked up): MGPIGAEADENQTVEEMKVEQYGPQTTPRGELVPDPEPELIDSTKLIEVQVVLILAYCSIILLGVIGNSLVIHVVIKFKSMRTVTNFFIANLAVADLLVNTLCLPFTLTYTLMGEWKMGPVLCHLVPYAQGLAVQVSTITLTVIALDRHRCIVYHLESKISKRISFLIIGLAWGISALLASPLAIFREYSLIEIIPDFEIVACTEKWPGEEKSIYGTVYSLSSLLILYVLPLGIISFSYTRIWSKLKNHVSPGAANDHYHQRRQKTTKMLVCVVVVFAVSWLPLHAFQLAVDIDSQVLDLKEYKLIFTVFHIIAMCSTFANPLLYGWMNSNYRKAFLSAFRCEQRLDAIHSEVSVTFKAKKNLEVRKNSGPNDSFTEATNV
# NPY-Y1 antag: antagonists of human neuropeptide Y receptor Y1; 200,000 tested, 1% active; inhibition, % at 3.6 µM; HEK293-CNG Y1 cells, membrane potential fluorescence; NPY at EC95, then isoproterenol; AID 1040; P25929;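 active means inhibition above the campaign mean inhibition of all tested compounds plus 3 SD, cut at about 20% in these data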;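 further: 0% = DMSO wells given NPY plus isoproterenol and 100% = isoproterenol alone without NPY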
#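 Material: HEK293 cells co-expressing NPY Y1 receptor and cyclic-nucleotide gated channel. Timing: compound incubation 1 h at room temperature, readout 45 min post-stimulation. Signal: fluorescence, membrane potential probe.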
# Runt-CBFb FRET: inhibitors of human RUNX1 Runt domain binding to CBFb; Q01196+Q13951; Cerulean-Runt/Venus-CBFb FRET ratio 530/480, 1 h; inhibition, % at 20 µM; 220,000 tested, 0.46% active; AID 1496;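 active means inhibition over about 50% at 20 µM in the single-dose screen, limit read from the data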;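 further: 0% = DMSO wells and 100% = excess unlabeled CBFb competitor control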
#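 test system = Cerulean-tagged RUNX1 Runt domain (FRET donor) fusion protein | reagent = Venus-CBFb binding partner, 100 nM | incubation = protein complex preformed 1 h, compound exposure 1 h, room temperature, dark | detection = FRET fluorescence | read-out basis = loss of energy transfer signal | controls = 5 µM unlabeled CBFb as full-inhibition high control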
# S1P4 agonist: activates the human S1P4 receptor; 220,000 tested, 0.35% active; S1P4-expressing cell line, agonist reporter assay; activation, % at 4.98 µM; in the data active means activation above about 11%;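 further: 0% = DMSO vehicle and 100% = reference agonist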
# Target sequence (O95977 whole entry, looked up): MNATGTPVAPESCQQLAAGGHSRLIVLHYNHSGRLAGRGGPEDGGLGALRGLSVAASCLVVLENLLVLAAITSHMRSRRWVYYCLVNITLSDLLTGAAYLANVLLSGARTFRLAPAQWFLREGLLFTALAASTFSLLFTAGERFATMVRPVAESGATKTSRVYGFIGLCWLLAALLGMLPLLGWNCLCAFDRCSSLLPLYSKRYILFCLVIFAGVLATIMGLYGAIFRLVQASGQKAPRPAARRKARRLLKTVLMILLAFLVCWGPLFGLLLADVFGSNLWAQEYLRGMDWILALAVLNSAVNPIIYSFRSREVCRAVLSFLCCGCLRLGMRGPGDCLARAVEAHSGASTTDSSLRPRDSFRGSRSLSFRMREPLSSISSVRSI
# NPY1 pot ag: potentiates or activates human NPY-Y1 receptor; NPY-Y1 expressing cells, potentiator/agonist activation; activation, % at 3.6 µM; 220,000 tested, 0.37% active; in the data active means activation above about 33%, passing the limit was not always enough;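 further: cells stimulated with NPY at EC10 then isoproterenol at EC100; 0% = low agonist plus stimulus and 100% = saturating agonist plus stimulus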
# RBBP9 inh: human RBBP9 hydrolase inhibition. 220,000 tested, 0.2% active. O75884. recombinant RBBP9, FP-Rh probe fluorescence polarization. AID 1515. inhibition, % at 7.94 µM;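 active means inhibition above the campaign mean of all tested compounds plus 3 SD, cut at about 14% in these data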;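 further: plate controls were DMSO wells with RBBP9 for no effect and wells lacking RBBP9 protein for full effect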
# Target sequence (O75884 whole entry, looked up): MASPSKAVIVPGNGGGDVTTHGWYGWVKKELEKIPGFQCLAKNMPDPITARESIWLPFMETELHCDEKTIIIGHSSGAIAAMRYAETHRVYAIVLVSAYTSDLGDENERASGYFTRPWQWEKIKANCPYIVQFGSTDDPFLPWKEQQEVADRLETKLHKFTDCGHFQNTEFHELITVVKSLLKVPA
#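 Material: RBBP9 protein. Amount: RBBP9 at 2.5 µM in dispensed solution, before mixing. Schedule: 30 min then 45 min, 25 °C. Medium: Tris buffer pH 8.0, NaCl, Pluronic. Measured by: fluorescence polarization. Measure: percent inhibition from mP, scaled between DMSO and no-protein wells. Replication: one well per compound.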
# BaF3 parental: reduces parental Ba/F3 cell viability, JAK2V617F counter-screen; CellTiter-Glo ATP luminescence; inhibition, % at 5.6 µM; 220,000 tested, 1.1% active; AID 1486;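 active means inhibition above a per-campaign cutoff, the mean inhibition of all tested compounds plus 3 SD, cut at about 27% in these data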;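 further: 0% = DMSO wells and 100% = JAK Inhibitor I control wells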
# Ba/F3 V617F tox: lowers viability of Ba/F3 cells expressing EpoR and JAK2V617F; ATP luminescence; inhibition, % at 5.6 µM; 220,000 tested, 1.1% active; AID 1446;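 active means inhibition above the campaign mean plus 3 SD over all tested compounds, cut at about 24% in these data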;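 further: cytokine-independent growth of Ba/F3 cells driven by EpoR plus mutant JAK2; 0% = DMSO-treated cells and 100% = JAK inhibitor I control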
# S1P4 antagonist: antagonists of human S1P4 receptor; O95977; S1P4-expressing cells, antagonist mode, reporter read-out; inhibition, % at 4.98 µM; 220,000 tested, 0.26% active; AID 1510; in the data active means inhibition above about 29%;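 further: 0% = wells stimulated with agonist and 100% = vehicle wells without agonist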
# Active calls of the source: *; . = no result given. An unsorted share of the library; overall some 3.6% were active at least once.
SMILES,NPY-Y2 PAM-ag,NPY-Y1 antag,Runt-CBFb FRET,S1P4 agonist,NPY1 pot ag,RBBP9 inh,BaF3 parental,Ba/F3 V617F tox,S1P4 antagonist
CCOc1ccccc1C(=O)Nc1ccc(S(=O)(=O)N2CCOCC2)cc1,17,-4,1,2.6,-7,-5,3,0,-24
CC(C)NC(=O)NC(=O)COC(=O)c1cc[n+]([O-])cc1,7,6,0,1.1,0,-7,6,-4,-15
COc1ccccc1S(=O)(=O)Cc1ccc(C(=O)N2CCN(c3cccc(Cl)c3)CC2)o1,-8,8,-10,-0.9,-2,-8,9,1,-26
Cc1ccccc1N=CC1=C(O)c2ccccc2C1=O,-14,0,1,-0.6,-2,0,10,1,-9
COC(=O)c1[nH]c2ccccc2c1NC(=O)c1ccccc1[N+](=O)[O-],12,1,-2,-1.3,-18,1,7,0,-12
COc1ccc(CN=C2NN=C(c3ccc(Cl)cc3)CS2)cc1,4,1,3,0.4,9,-8,4,-1,23
O=C1CC(=O)N(c2cccc(F)c2)N1,11,2,0,1.4,1,-4,4,-3,7
COc1ccc(N2CCN(Cc3nc(N)nc(Nc4ccccc4OC)n3)CC2)cc1,-1,11,-1,1.1,-29,3,4,2,-10
Cc1ccc(S(=O)(=O)C2C(=O)N(C)C3(C)CC2c2ccccc2O3)cc1C (configuration not stated),10,-2,0,0.8,-4,-1,7,2,-9
COC(=O)Cn1c2ccc(F)cc2c2nc(C)sc21,2,2,4,0.8,-4,-7,3,5,-4
O=C(NCc1ccccn1)/C(=N/O)c1ccccc1,13,6,-1,1.4,15,-9,2,-1,-1
O=C(COC(=O)c1ccc2[nH]c3c(c2c1)CCCC3)Nc1ccccc1,0,-7,3,-0.5,-2,6,4,-1,-18
O=C(Cc1cccc2ccccc12)NCCC1=CCCCC1,0,8,1,0.6,4,-3,4,-1,-34
CCn1ncc(Br)c1C(=O)Nc1cc([N+](=O)[O-])ccc1C,5,7,0,-1.1,0,-16,8,5,2
O=S(=O)(NCc1ccco1)c1ccc(S(=O)(=O)N2CCCC2)cc1,-1,0,.,-0.3,2,-6,5,4,-18
CN1CC(c2ccccc2)C(c2ccc(Cl)cc2)=N1 (configuration not stated),-1,6,0,0.4,5,0,7,-1,-12
O=C(NC1=NCCS1)c1ccc(-c2ccc(Cl)cc2)o1,-4,-5,1,-0.1,20,10,5,4,-9
CCOC(=O)c1cc(-c2ccccc2)n(CC(=O)Nc2ccc(OC)c(OC)c2)c1C,2,0,-4,-0.1,-2,-9,8,5,-18
CC1CC(=O)C2=C(C1)Nc1nc3ccccc3n1C2c1cccnc1 (configuration not stated),7,1,6,1.4,12,-5,6,1,8
Cc1cccc(N2CCN(c3nc4ccc(Cl)cc4n4cnnc34)CC2)c1C,16,0,-2,-0.7,4,-6,4,6,-2
C=CCCC(=O)Nc1nc(C)c(-c2csc(Nc3cc(OC)ccc3OC)n2)s1,7,-9,1,0.7,23,-4,59*,34*,-4
O=C1C(NS(=O)(=O)c2cccs2)=C(N2CCN(c3cccc(Cl)c3)CC2)C(=O)c2ccccc21,27,-22,3,0.4,17,6,4,-3,11
O=c1c(C=Nc2ccc(Cl)cc2)c[nH]n1-c1cccc(Cl)n1,-1,0,-2,-0.3,-6,-6,6,-3,1
N#CCCCCN1c2cccc3cccc(c23)S1(=O)=O,-3,0,1,1.1,3,-5,3,3,-3
c1ccc(-c2oc3ncnc(NCCN4CCOCC4)c3c2-c2ccccc2)cc1,-13,-1,-1,1.0,-16,-2,4,-1,5
COc1c(O)ccc(C2NC(=O)NC(C)=C2C(=O)Nc2ccccc2C)c1[N+](=O)[O-] (configuration not stated),1,0,5,-1.0,-13,-1,4,3,-4
CC(C)Oc1ccc(C2C(C(=O)c3ccco3)=C(O)C(=O)N2CCCN(C)C)cc1 (configuration not stated),-2,-1,.,-2.2,5,-4,2,-1,-3
COc1cc2cc3c(N)c(C(=O)NCc4ccco4)sc3nc2cc1OC,5,-8,1,3.1,-2,-9,4,2,-2
N#C/C(=C\c1ccc(OCc2ccccc2)cc1)C(N)=O,-1,6,-5,-0.3,-4,-12,6,2,-12
CCN(Cc1ccccc1)C(c1cccs1)c1nnnn1C1CCCCC1 (configuration not stated),7,13,-2,0.8,5,-3,-1,-1,-8

# Two of these compounds, set out differently:
# Below each SMILES: NPY-Y2 PAM-ag | NPY-Y1 antag | Runt-CBFb FRET | S1P4 agonist | NPY1 pot ag | RBBP9 inh | BaF3 parental | Ba/F3 V617F tox | S1P4 antagonist
> Cc1ccccc1N=CC1=C(O)c2ccccc2C1=O
  -14 | 0 | 1 | -0.6 | -2 | 0 | 10 | 1 | -9
> COC(=O)c1[nH]c2ccccc2c1NC(=O)c1ccccc1[N+](=O)[O-]
  12 | 1 | -2 | -1.3 | -18 | 1 | 7 | 0 | -12

# Next section
SMILES,NPY-Y2 PAM-ag,NPY-Y1 antag,Runt-CBFb FRET,S1P4 agonist,NPY1 pot ag,RBBP9 inh,BaF3 parental,Ba/F3 V617F tox,S1P4 antagonist
COc1ccc(OCC(=O)N/N=C/c2ccsc2)cc1,1,2,2,6.3,13,-2,-3,-3,-10
O=C(COc1ccc(S(=O)(=O)NC2CCCC2)cc1)N1CCCCCC1,6,0,1,-0.2,-6,-2,1,-3,-16
COCCn1c(Cc2ccccc2)nnc1SCC(=O)Nc1ccccc1,1,1,-1,1.1,21,-5,3,-3,8
C#CCNC(=O)C1=C[C@@H](c2ccc(Br)cc2)[C@H](CCCO)[C@@H](OCC)O1,6,-4,-1,1.9,9,-9,-1,0,-3
NS(=O)(=O)c1ccc(CCNC(=O)CSc2nc3ccsc3c(=O)n2C2CC2)cc1,3,-3,0,0.8,-13,-9,1,-4,9
CC(=O)Nc1ccc2c(c1)N(C(C)=O)c1ccccc1CC2,-6,-2,.,-1.5,-12,-4,6,2,-4
O=C(O)CCC(=O)Nc1ccc(-n2ccc(C(F)(F)F)n2)cc1,-6,.,2,0.7,7,1,1,-1,5
O=C(O)CSCC(=O)Nc1cccc(C(F)(F)F)c1,13,9,0,-0.1,0,-5,1,-1,1
Cc1ccccc1NC(=O)Cn1c([N+](=O)[O-])cnc1C,0,3,3,1.6,-6,-5,4,0,-20
CC(C)C(NCc1c(Cl)cccc1Cl)C(=O)O (configuration not stated),5,1,-3,1.9,-6,2,1,-2,-23
COC(=O)C1C2C=CC3(CN(c4ccc(Cl)c(F)c4)C(=O)C13)O2 (configuration not stated),2,4,2,0.9,8,-2,2,-2,1
S=C(Nc1ccc(Oc2ccccc2)cc1)N(CCCN1CCOCC1)Cc1ccccn1,-16,9,8,-0.1,-35,-11,4,3,-22
O=c1oc2ccc([N+](=O)[O-])cc2c(N2CCOCC2)c1[N+](=O)[O-],3,14,0,0.3,-3,-5,8,2,-3
Cc1ccc(C(=O)ONc2ccc(N=NC(=O)c3ccccc3O)cc2)cc1,-9,3,1,1.0,-11,-4,5,3,5
C/C(=N\Nc1cccc(C(=O)O)c1)c1cc2ccccc2o1,10,0,0,1.1,13,4,7,1,-3
CN(C)c1ccc(NC(=O)c2ccncc2)c2ccccc12,15,7,0,-1.4,12,-13,2,-3,-4
Cc1n[nH]c(C)c1S(=O)(=O)N1CCCC(C(=O)Nc2nccs2)C1 (configuration not stated),-1,-4,4,2.5,7,-10,5,6,-12
O=C(CC1SCCNC1=O)Nc1cccc(Cl)c1 (configuration not stated),13,-1,2,-0.6,-1,-10,2,-1,10
COc1cccc(CNC(=O)CCC2CCCN(C(=O)c3cccc4c(C)c(C)[nH]c34)C2)c1 (configuration not stated),14,-8,-3,-0.3,0,-9,5,2,-1
Cc1ccc(C)c(NC(=O)CN(C)C(=O)CCN2C(=O)c3ccccc3C2=O)c1,4,4,0,0.0,-6,-8,6,3,-12
Cc1sc2nc(C(C)C)nc(SCC(=O)N3CCN(C(=O)c4ccco4)CC3)c2c1C,3,-4,-6,0.3,8,-3,5,-1,-3
O=C(CNc1cccc(S(=O)(=O)N2CCOCC2)c1)N1CCc2ccccc21,-9,.,1,-1.0,8,-7,1,2,2
COC(=O)CSc1nnc(-c2cccnc2)n1-c1cc(OC)cc(OC)c1,20,-3,-1,-0.5,-2,-8,0,-4,7
O=C(CSc1nnc(-c2cccnc2)n1-c1ccccc1)Nc1ccc2c(c1)OCO2,-17,1,-1,-0.7,14,-2,9,4,-8
CCOC(=O)C(=O)Nc1ccccc1C(=O)Nc1ccc(OC)cc1,6,9,-2,-0.5,-9,-6,3,-3,-2
COc1cccc(C(=O)Nc2cccc(SC)c2)c1,-3,-7,-1,-0.1,-1,1,2,-2,-12
C/C(CC(=O)Nc1cccc2c1CCCC2)=N\NC=O,-6,-1,-2,2.0,6,-12,4,0,-3

# Shown with two lines to a compound: 13 of the compounds above.
# Below each SMILES: NPY-Y2 PAM-ag | NPY-Y1 antag | Runt-CBFb FRET | S1P4 agonist | NPY1 pot ag | RBBP9 inh | BaF3 parental | Ba/F3 V617F tox | S1P4 antagonist
C/C(=N\Nc1cccc(C(=O)O)c1)c1cc2ccccc2o1
  10 | 0 | 0 | 1.1 | 13 | 4 | 7 | 1 | -3
CN(C)c1ccc(NC(=O)c2ccncc2)c2ccccc12
  15 | 7 | 0 | -1.4 | 12 | -13 | 2 | -3 | -4
Cc1n[nH]c(C)c1S(=O)(=O)N1CCCC(C(=O)Nc2nccs2)C1 (configuration not stated)
  -1 | -4 | 4 | 2.5 | 7 | -10 | 5 | 6 | -12
O=C(CC1SCCNC1=O)Nc1cccc(Cl)c1 (configuration not stated)
  13 | -1 | 2 | -0.6 | -1 | -10 | 2 | -1 | 10
COc1cccc(CNC(=O)CCC2CCCN(C(=O)c3cccc4c(C)c(C)[nH]c34)C2)c1 (configuration not stated)
  14 | -8 | -3 | -0.3 | 0 | -9 | 5 | 2 | -1
Cc1ccc(C)c(NC(=O)CN(C)C(=O)CCN2C(=O)c3ccccc3C2=O)c1
  4 | 4 | 0 | 0.0 | -6 | -8 | 6 | 3 | -12
Cc1sc2nc(C(C)C)nc(SCC(=O)N3CCN(C(=O)c4ccco4)CC3)c2c1C
  3 | -4 | -6 | 0.3 | 8 | -3 | 5 | -1 | -3
O=C(CNc1cccc(S(=O)(=O)N2CCOCC2)c1)N1CCc2ccccc21
  -9 | . | 1 | -1.0 | 8 | -7 | 1 | 2 | 2
COC(=O)CSc1nnc(-c2cccnc2)n1-c1cc(OC)cc(OC)c1
  20 | -3 | -1 | -0.5 | -2 | -8 | 0 | -4 | 7
O=C(CSc1nnc(-c2cccnc2)n1-c1ccccc1)Nc1ccc2c(c1)OCO2
  -17 | 1 | -1 | -0.7 | 14 | -2 | 9 | 4 | -8
CCOC(=O)C(=O)Nc1ccccc1C(=O)Nc1ccc(OC)cc1
  6 | 9 | -2 | -0.5 | -9 | -6 | 3 | -3 | -2
COc1cccc(C(=O)Nc2cccc(SC)c2)c1
  -3 | -7 | -1 | -0.1 | -1 | 1 | 2 | -2 | -12
C/C(CC(=O)Nc1cccc2c1CCCC2)=N\NC=O
  -6 | -1 | -2 | 2.0 | 6 | -12 | 4 | 0 | -3
